Screens: PubChem BioAssay, Broad Institute
CASP6 VEID inh = caspase-6 (human) enzyme inhibition; P55212; purified caspase-6, Z-VEID-R110 cleavage fluorescence; inhibition, % at 12.5 µM; 350,000 compounds, 0.53% hits; AID 686996;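 active = mean inhibition across replicates at least about 35%, with every replicate also reaching that limit, limit read from the data; inconclusive = only one of the two criteria met; inactive = neither criterion met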;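 also: 0% = median of neutral control wells and 100% = no fluorescence left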
Target sequence (P55212 24-179 limits assumed): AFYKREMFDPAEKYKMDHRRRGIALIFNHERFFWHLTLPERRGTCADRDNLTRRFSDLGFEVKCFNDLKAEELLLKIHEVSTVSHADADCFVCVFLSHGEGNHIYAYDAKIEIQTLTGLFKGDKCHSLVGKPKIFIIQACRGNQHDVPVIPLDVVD
Target sequence (P55212 194-293 limits assumed): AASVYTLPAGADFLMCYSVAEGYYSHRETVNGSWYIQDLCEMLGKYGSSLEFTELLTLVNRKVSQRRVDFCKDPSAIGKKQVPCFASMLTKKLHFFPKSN
S100A4 MyoIIA = inhibitors of human S100A4 binding to myosin IIA peptide; P26447; S100A4/TAMRA-MyoIIA peptide fluorescence polarization; inhibition, % at 10.7 µM; 360,000 compounds, 0.14% hits; AID 652163;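 active = mean inhibition of at least 70% across replicates, with every replicate also reaching that level; inconclusive = mean inhibition reaches 70% but some replicates fall short; inactive = mean inhibition below 70%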
Target sequence (P26447 whole entry, looked up): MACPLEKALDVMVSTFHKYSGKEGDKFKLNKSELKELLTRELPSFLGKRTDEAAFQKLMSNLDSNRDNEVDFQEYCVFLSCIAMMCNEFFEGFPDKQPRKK
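Material: human S100A4 monomer with TAMRA-labelled myosin IIA peptide; buffer or medium: HEPES pH 7.2 with CaCl2, KCl, NaCl, DTT, Triton; compound dosing: one concentration per compound; schedule: 5 min incubation before reading; benchmarks: neutral control DMSO, positive control TFP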
esBAF inh = inhibitors of esBAF chromatin remodeling in mouse ES cells; Bmi1-luciferase knock-in reporter, 24 h; 100% = twice the neutral-well signal; reporter increase, % at 12.5 µM; 350,000 compounds, 2% hits; AID 602393; in the data active = activation above about 40%; inconclusive = no clear call, values can overlap the other calls;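 also: 0% = median of the plate's neutral control wells and 100% = double that signal; a rise in the Bmi1 reporter signal indicates esBAF inhibition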
SIRT5 inh = blocks human SIRT5 desuccinylation of peptide | Purified SirT5, succinyl-peptide AMC, trypsin-coupled fluorescence | 330,000 compounds, 1.1% hits | Q9NXA8 | AID 652115 | inhibition, % at 15 µM; in the data active = inhibition above about 15%; inconclusive = no clear call, values can overlap the other calls
Target sequence (Q9NXA8 whole entry, looked up): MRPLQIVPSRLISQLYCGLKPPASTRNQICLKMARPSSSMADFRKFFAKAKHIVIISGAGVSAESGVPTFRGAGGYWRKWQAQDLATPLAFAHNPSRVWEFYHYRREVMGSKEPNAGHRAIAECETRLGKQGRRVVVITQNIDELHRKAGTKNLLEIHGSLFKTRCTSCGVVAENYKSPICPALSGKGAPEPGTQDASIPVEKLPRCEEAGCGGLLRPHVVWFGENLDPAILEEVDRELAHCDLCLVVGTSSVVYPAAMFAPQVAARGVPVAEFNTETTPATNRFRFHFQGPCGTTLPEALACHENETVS
LGR2 antag = blocks bursicon-induced cAMP signaling via Drosophila LGR2; inhibition, % at 9.99 µM; 380,000 compounds, 0.35% hits; HEK293 LGR2, CRE-luciferase, bursicon-stimulated, 4 h; AID 720647;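 active = drop in luminescence signal, shown as inhibition above about 50% in the replicate tests, limit read from the data, passing the limit was not always enough; inconclusive = probably only some replicates passing the limit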;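 also: agonist challenge used bursicon conditioned medium at about half maximal strength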
C2C12 statin = suppressors of simvastatin-induced myotoxicity in C2C12 myotubes; ATP luminescence, 48 h; scaled: DMSO 0, geranylgeraniol control 100; rescue of ATP level, % at 7.49 µM; 330,000 compounds, 0.78% hits; AID 602340;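 active = mean ATP rescue above about 67%, or every replicate alone reaching that limit, limit read from the data, passing the limit was not always enough; inconclusive = no clear call, values can overlap the other calls; inactive = mean under the limit and some replicate under it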;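 also: myotubes were challenged with 10 µM simvastatin during compound exposure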
FN deposition inh = fibronectin deposition inhibition; 350,000 compounds, 0.086% hits; AH1F fibroblasts, Alexa488-fibronectin deposition fluorescence, overnight; inhibition, % at 12.6 µM;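 active = mean inhibition across replicates of 30% or more, regardless of how many single replicates reach that level; inconclusive = mean under 30% yet at least half of replicates reach 30%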;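 also: positive control wells lacked labelled fibronectin entirely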
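Measured by – fluorescence 485/525 nm · System – AH1F fibroblast monolayer, labelled fibronectin deposition · Amount – 10000 cells per well · Buffer or medium – serum-reduced DMEM (2% serum) · Doses – single dose, pinned · Also added – fluorescent fibronectin at 24 nM final · Schedule – 1 h cell attachment, overnight exposure to compound and label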
Starred values were filed as active, the others as inactive; ? = inconclusive; . = no result given; & = joins results of further samples. The list is partial, so the mix of outcomes need not match the whole.

SMILES	CASP6 VEID inh	S100A4 MyoIIA	esBAF inh	SIRT5 inh	LGR2 antag	C2C12 statin	FN deposition inh
COCc1cc(=O)[nH]c(N2CCN(c3ccccc3OC)CC2)n1	-1	0	-4	-3	12	1	1
Cc1ccc(S(=O)(=O)Nc2ccc3c(c2)C(=O)N([C@H](C)CO)C[C@@H](C)[C@H](CN(C)C)O3)cc1	-1	-2	-3	-5	-4	-8	2
O=C(O)C1CCC(=O)N1C1c2ccccc2Oc2ccccc21 (configuration not stated)	1	-3	0	.	0	8	4
O=C1CCn2nc(-c3ccc(Cl)cc3)cc2N1	-1	-4	48*	4	-65	-10	-6
COCCNC(=O)/C(C#N)=C/c1cccs1	1	-16	-2	3	-19	1	3
Cc1cc(C(=O)Nc2ccc(S(=O)(=O)N3CCOCC3)cc2)ccc1[N+](=O)[O-]	1	-3	10	2	-9	-19	-5
CN1/C(=C\C(=O)c2ccco2)C(C)(C)c2ccccc21	0	-78	-24	-5	25	-62	.
CCc1nc(CN2CCN(c3ccc(C(F)(F)F)cn3)CC2)c(C)[nH]1	-1	43	7	.	-8	-14	2
Cc1ccc(S(=O)(=O)N2CCC(C(=O)OCC(=O)N3CC(C)CC(C)C3)CC2)cc1C (configuration not stated)	16	-5	.	0	2	.	8
COc1ccc(NC(=O)N(C)C[C@H]2Oc3c(NC(=O)c4nc5ccccc5s4)cccc3C(=O)N([C@H](C)CO)C[C@H]2C)cc1	-3	-5	2	6	2	.	-2
C[C@@H]1CN([C@@H](C)CO)C(=O)c2cc(NC(=O)Nc3ccccc3)ccc2O[C@@H]1CN(C)S(=O)(=O)c1ccc(Cl)cc1	-3	-1	2	0	24	-9	.
O=C(Nc1ccc(Cl)cc1)c1nc[nH]c1C(=O)N1CCc2ccccc2C1	-3	0	0	-2	-19	1	-3
COc1ccc(F)cc1C(=O)C1CCCN(C(=O)c2ocnc2C)C1 (configuration not stated)	-1	0	.	0	-4	.	8
O=C(O)c1ccccc1N=Nc1ccc(O)cc1	.	0	-1	3	3	-3	5
C/C(=N/NC(=O)c1cccs1)c1ccc(NC(=O)COc2ccc(Cl)cc2)cc1	.	.	50*	.	.	-88	-5
Cn1cccc1C(C(=O)NC1CCCCC1)N(C(=O)Cc1cccs1)C1CC1 (configuration not stated)	3	3	-8	0	7	-6	.
Cc1c(C)c2c(C)[nH]nc2oc1=O	.	.	5	.	-13	6	.
Cc1ccc(NS(=O)(=O)c2ccc(CCC(=O)O)cc2)cc1	0	-1	-1	-2	-2	-16	.
CC(C)c1ccc(-n2ccnc2SCC(=O)O)cc1	1	6	-1	-1	-15	-1	-10
CCCc1nc2ccc(NC(C)=O)cc2c(=O)n1Cc1ccccc1Cl	-3	-6	8	-4	-22	-9	4
COc1ccc(Cl)cc1NC(=S)NC(=O)c1ccco1	-2	0	13	-2	-1	-36	1
COc1cc2[nH]c(C(=O)N3CCN(c4ccc(F)cc4)CC3)cc2c(OC)c1OC	-4	-6	-6	-4	-5	15	1
CCN(CC(=O)Nc1cccc(C(C)=O)c1)S(=O)(=O)c1ccc(C)cc1	-3	7	-3	0	8	3	4
CC(C)CNC(=O)[C@@]1(c2ccc([N+](=O)[O-])cc2)CC(=O)N(CC23CC4CC(CC(C4)C2)C3)[C@@H]1c1ccc(CO)cc1	2	4	.	-3	.	.	.
CCN(CC)S(=O)(=O)c1ccc(C(=O)NCc2ccc3c(c2)cc(C)n3C)cc1	0	28	-2	-1	.	-12	-20
(cont.)
SMILES	CASP6 VEID inh	S100A4 MyoIIA	esBAF inh	SIRT5 inh	LGR2 antag	C2C12 statin	FN deposition inh
COC(=O)CSc1[nH]c2ccc(F)cc2c1[N+](=O)[O-]	-4	-2	2	2	-10	-6	-9
CC1CCN(C(=O)c2[nH]cnc2C(=O)N2CCN(c3ccccc3)CC2)CC1	-3	-8	-8	.	-8	-2	-5
COc1ccc2cc(C#N)c(SCC(=O)N3CCCC3)nc2c1	0	-3	0	-4	.	-12	2
C[C@H](CO)N1C[C@H](C)[C@@H](CN(C)C(=O)Nc2ccccc2)Oc2ccc(NS(=O)(=O)c3cccs3)cc2C1=O	1	-7	.	-4	.	.	.
CN1CCN(/N=C2/C(=O)Nc3ccc([N+](=O)[O-])cc32)CC1	1	8	.	0	39	.	7
N#Cc1ccc(-c2ccc([C@H]3[C@H](CO)N4C(=O)CN(C(=O)Cc5ccccc5)C[C@@H]34)cc2)cc1	-1	11	.	-1	-1	.	.
CCCCc1ccc(NC(=O)CN2C(=O)NC(Cc3ccccc3)C2=O)cc1 (configuration not stated)	-1	-1	5	1	10	-12	-10
C=CCN1C(=O)C2(C(C#N)=C(N)Oc3n[nH]c(CCC)c32)c2ccccc21 (configuration not stated)	.	.	27	.	9	4	.
Cc1noc(C)c1NC(=O)N(C)C[C@H]1Oc2ccc(NS(=O)(=O)c3ccccc3)cc2CC(=O)N([C@@H](C)CO)C[C@H]1C	2	-13	3	-3	13	-19	-11
CCCN1C2CCCC1CC(NC(=S)Nc1ccc(OC)cc1)C2 (configuration not stated)	-7	7	-13	-3	.	-3	3
Cc1cc(SCc2ccc(Cl)cc2Cl)nc(=O)[nH]1	0	-5	-4	-3	6	-3	1
Cc1ccc(N2C(=O)c3ccccc3C2C(=O)c2ccc(O)cc2O)cc1 (configuration not stated)	74*	-5	.	13	-16	.	0
CCCNC(=O)C[C@@H]1C[C@@H]2c3cc(NC(=O)CN(C)C)ccc3O[C@@H]2[C@H](CO)O1	.	.	-1	.	0	2	-10
Cc1ncc([N+](=O)[O-])n1S(=O)(=O)c1cc(Br)ccc1Br	4	-3	1	5	7	4	6
COc1ccc(S(=O)(=O)N(C)C[C@@H]2Oc3ccc(NC(=O)Nc4ccc(C(F)(F)F)cc4)cc3CC(=O)N([C@H](C)CO)C[C@H]2C)cc1	1	13	-7	2	-2	46	.
CS(=O)(=O)Nc1ccc2c(c1)[C@H]1C[C@H](CC(=O)NCc3cccc(F)c3)O[C@@H](CO)[C@H]1O2	2&2	0&40	-7	-4&-5	6&3	3	-8
O=C(CN1C(=O)C(=O)c2ccccc21)NC1CCCCC1	.	.	-2	.	.	0	-1
C[C@H](CO)N1C[C@H](C)[C@H](CN(C)S(=O)(=O)c2ccc(F)cc2)Oc2ccc(NS(=O)(=O)c3ccc(F)cc3)cc2CC1=O	-1	1	4	5	-13	2	.
CCOC(=O)CC1C(=O)NCCN1C(=O)c1sc2ccccc2c1Cl (configuration not stated)	-3	-4	.	-1	-1	.	-8
COc1ccc(-c2cc3n(n2)CCc2nc4ccccc4n2-3)cc1	.	.	30	.	.	2	-3
COc1cc(CC(=O)Nc2nc(-c3ccccc3)c(C(C)=O)s2)cc(OC)c1OC	3	-4	-4	2	-1	-21	15
Cc1cc(=O)c(C(=O)OC(C)C(=O)NC(N)=O)nn1-c1ccc(Cl)cc1 (configuration not stated)	3	-16	-2	-1	22	2	-5
CC(C)=CCn1c2ccc(NC(=O)Nc3cccnc3)cc2c(=O)n1C	3	-1	-11	.	.	-1	7
O=C(Nc1ncn[nH]1)c1c(Cl)ccc(Cl)c1Cl	.	.	8	.	.	153*	0
COc1ccc(/C=C/C(=O)NCc2ccccn2)cc1OC	3	2	-1	4	-24	8	2

Ordered by SMILES length (high to low): part of the list above
SMILES	CASP6 VEID inh	S100A4 MyoIIA	esBAF inh	SIRT5 inh	LGR2 antag	C2C12 statin	FN deposition inh
C/C(=N/NC(=O)c1cccs1)c1ccc(NC(=O)COc2ccc(Cl)cc2)cc1	.	.	50*	.	.	-88	-5
CC1CCN(C(=O)c2[nH]cnc2C(=O)N2CCN(c3ccccc3)CC2)CC1	-3	-8	-8	.	-8	-2	-5
O=C(Nc1ncn[nH]1)c1c(Cl)ccc(Cl)c1Cl	.	.	8	.	.	153*	0
COc1ccc(Cl)cc1NC(=S)NC(=O)c1ccco1	-2	0	13	-2	-1	-36	1

(next part)
SMILES	CASP6 VEID inh	S100A4 MyoIIA	esBAF inh	SIRT5 inh	LGR2 antag	C2C12 statin	FN deposition inh
Cc1ccccc1OCC(O)Cn1c(NCCN(C)C)nc2c1c(=O)n(C)c(=O)n2C (configuration not stated)	-1	-3	-4	.	-2	-2	-4
Cc1ccc(-c2nnn(CC(=O)N(CCN3CCOCC3)C(C(=O)NC(C)(C)C)c3ccc(C)o3)n2)cc1 (configuration not stated)	5	-2	-6	-3	12	5	4
Cc1ccc([C@@H]2CC=C(C(=O)O)[C@H](c3ccc(C(C)(C)C)cc3)N2S(=O)(=O)c2ccc(C)cc2)cc1	46*	6	3	7	2	2	1
CCOc1ccccc1CNC(=O)C1CCCN(c2ncnc3c2nc2n3CCCCC2)C1 (configuration not stated)	0	0	3	0	.	17	.
CCC[C@H]1CN(Cc2ccccc2)C(=O)[C@@H]1CC(=O)NC	0	1	1	-1	.	4	13
CN(C)c1cccc(C(=O)N2CCCC(CCC(=O)N3CCN(c4ccccn4)CC3)C2)c1 (configuration not stated)	0	1	7	-1	-4	0	6
CCC1=C(Nc2ccccc2)COC1=O	-4	-10	-3	-5	1	6	-1
Brc1ccc2nc(-c3ccncc3)c(NC3CCCC3)n2c1	3	-5	.	1	-3	.	-33
COc1ccccc1COc1ccc2c(C)c(CCC(=O)O)c(=O)oc2c1C	2	-3	-9	-8	-6	6	-5
CC1(C(=O)N(Cc2ccccc2)Cc2ccccc2)CC1(Br)Br (configuration not stated)	.	.	6	.	3	7	.
CN1CCN(C(=O)/C=C/c2ccc([N+](=O)[O-])cc2)CC1	-9	9	-6	8	-9	2	-4
CC(C)Cn1c(N)c(C(=O)COC(=O)c2ccccc2F)c(=O)n(C)c1=O	0	-4	.	1	18	.	7
COc1ccc(OC)c(S(=O)(=O)Oc2ccc(N)c3ccccc23)c1	1	-2	0	15*	10	-1	5
Fc1ccccc1Cn1cc(C(=S)N2CCOCC2)c2ccccc21	-5	-3	-2	-1	4	24	1
CCc1ccc(N2C(=O)CN(Cc3ccccc3)C2=S)cc1	-3	-3	18	-6	-11	-2	-5
Cc1ccc(S(=O)(=O)NC(CC(=O)O)c2cccs2)cc1 (configuration not stated)	-1	-3	-7	-4	-10	-3	-2
COc1ccc2c3c(n(C)c2c1)[C@H](CO)NCC31CCN(Cc2ccncc2)CC1	3	19	.	0	20	.	-3
C[C@H]1CN([C@@H](C)CO)C(=O)c2cc(NC(=O)CCC(F)(F)F)ccc2O[C@@H]1CN(C)Cc1ccc(Oc2ccccc2)cc1	3	-33	3	1	-2	.	.
O=C(NCCCN1CCc2ccccc2C1)C1CCN(S(=O)(=O)N2CCCC2)CC1	-27	-3	-2	-3	2	-2	.
O=C(NCc1n[nH]c(=S)n1-c1ccc(F)cc1)c1ccc(S(=O)(=O)N2CCCC2)cc1	.	.	-5	.	9	1	5
O=S(=O)(c1cc(C(F)(F)F)ccc1Cl)N1CCN(Cc2ccc(OCCO)cc2)CC1	-5	-5	.	-1	.	.	.
C[C@@H]1CCCCO[C@@H](CN(C)C(=O)Nc2cccc3ccccc23)[C@H](C)CN([C@@H](C)CO)C(=O)c2cc(NS(C)(=O)=O)ccc2O1	7	?	5	3	15	.	.
COc1c2c(cc3oc(=O)c4c5ccc(O)cc5oc4c13)OC(C)(C)CC2	-7	-2	11	.	-16	10	.
Nn1c(SCC(=O)NCC2CCCO2)nnc1-c1cc(Cl)ccc1Cl (configuration not stated)	4	2	-2	-5	-6	5	3
CCOC(=O)c1csc(NC(=O)c2ccc(C#N)cc2)n1	-2	-5	.	-9	1	.	6
CSc1nnc(-c2ccc(O)cc2)n1C	.	.	-8	.	-11	13	1
